# WRN helicase inh: WRN helicase (human) inhibition | AID 651768 | Q14191 | Potency, µM (titrated, usually from 114 µM), for the others: at the top dose activity change, negative = inhibition, most hits filed as inhibitors | 360,000 tested, 0.46% active | WRN helicase unwinding, fluorescent forked duplex, kinetic; further: potency means the concentration at half of the fitted maximal effect; on the % scale 0 is the no-effect control and ±100 the full control effect; nearly all actives have a fitted effect of over 55% in size
#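 Kinetic fluorescence helicase assay: unwinding of a quenched forked DNA duplex (100 nM final) with 2 mM ATP final raises red fluorescence (525/598 nm). Compounds sat 15 min at room temperature with 20 nM WRN beforehand.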
# PLK1 PBD block: blocks phosphopeptide binding to human PLK1 polo-box domain | P53350 | Plk1 PBD binding of FITC phosphopeptide, fluorescence polarization | Potency, µM, inactives show max response, negative = inhibition, usual class: inhibitors | 360,000 tested, 2.8% active; further: potency means the concentration at half of the fitted maximal effect; series mostly up to about 57 µM; on the % scale 0 is the no-effect control and ±100 the full control effect; nearly all actives have a fitted effect of over 65% in size
# PI5P4K alpha inh: blocks human PI5P4K alpha kinase activity | P48426 | PI5P4Kalpha enzyme, ADP-Glo luminescence, 60 min; stronger effect = lower value | max response, % | 330,000 tested, 1.2% active; active means max response of -50% or lower; inconclusive means between -30% and -50%; inactive means -30% or higher; further: value at the top dose of about 77 µM; on the % scale 0 is the no-effect control and ±100 the full control effect
#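 Controls without substrate or without enzyme flank wells where PI5P4Kalpha converts substrate using 5 microM ATP (final). Incubation lasts 60 minutes at room temperature; ADP formed is read by ADP-Glo luminescence.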
# EPAC1 antag: blocks human EPAC1 exchange factor | EPAC1 GEF assay, Rap1b-BODIPY-GDP exchange fluorescence | Potency, µM (highest dose often 115 µM), for inactives: top-dose activity change, negative = inhibition, hits mostly inhibitors | 360,000 tested, 0.14% active;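 further: potency means the concentration at half of the fitted maximal effect; plate controls were vehicle for no effect and positive control for full effect; nearly all actives have a fitted effect of over 50% in size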
# CCT chaperon mod: modulators of cytosolic chaperonin (CCT/TRiC) activity; purified chaperonin ATPase assay, HTRF ADP detection, 30 min; activity change, % (no concentration beside the values), hits read low; 360,000 tested, 0.3% active; AID 651819; in the data active means activity change below about -30%; further: on the % scale 0 is the no-effect control and ±100 the full control effect
#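 ATPase activity: ADP formed was measured by HTRF Transcreener (665/615 nm ratio) after 30 min at 37 deg C with 10 uM ATP. Compounds screened at one 76 uM concentration against 40 or 20 nM TRiC in Tris pH 7.4/KCl/MgCl2/DTT buffer.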
# EPAC2 antag: antagonists of human EPAC2; Potency, µM (highest dose often 114 µM), for the others: at the top dose activity, negative = inhibition, most hits filed as inhibitors; AID 720708; EPAC2 GEF exchange of Rap1B-BODIPY-GDP, fluorescence; 360,000 tested, 0.18% active; further: potency means the concentration at half of the fitted maximal effect; on the % scale 0 is the no-effect control and ±100 the full control effect; nearly all actives have a fitted effect of over 45% in size; many of its hits are not listed in these tables
# Target sequence (Q8WZA2 whole entry, looked up): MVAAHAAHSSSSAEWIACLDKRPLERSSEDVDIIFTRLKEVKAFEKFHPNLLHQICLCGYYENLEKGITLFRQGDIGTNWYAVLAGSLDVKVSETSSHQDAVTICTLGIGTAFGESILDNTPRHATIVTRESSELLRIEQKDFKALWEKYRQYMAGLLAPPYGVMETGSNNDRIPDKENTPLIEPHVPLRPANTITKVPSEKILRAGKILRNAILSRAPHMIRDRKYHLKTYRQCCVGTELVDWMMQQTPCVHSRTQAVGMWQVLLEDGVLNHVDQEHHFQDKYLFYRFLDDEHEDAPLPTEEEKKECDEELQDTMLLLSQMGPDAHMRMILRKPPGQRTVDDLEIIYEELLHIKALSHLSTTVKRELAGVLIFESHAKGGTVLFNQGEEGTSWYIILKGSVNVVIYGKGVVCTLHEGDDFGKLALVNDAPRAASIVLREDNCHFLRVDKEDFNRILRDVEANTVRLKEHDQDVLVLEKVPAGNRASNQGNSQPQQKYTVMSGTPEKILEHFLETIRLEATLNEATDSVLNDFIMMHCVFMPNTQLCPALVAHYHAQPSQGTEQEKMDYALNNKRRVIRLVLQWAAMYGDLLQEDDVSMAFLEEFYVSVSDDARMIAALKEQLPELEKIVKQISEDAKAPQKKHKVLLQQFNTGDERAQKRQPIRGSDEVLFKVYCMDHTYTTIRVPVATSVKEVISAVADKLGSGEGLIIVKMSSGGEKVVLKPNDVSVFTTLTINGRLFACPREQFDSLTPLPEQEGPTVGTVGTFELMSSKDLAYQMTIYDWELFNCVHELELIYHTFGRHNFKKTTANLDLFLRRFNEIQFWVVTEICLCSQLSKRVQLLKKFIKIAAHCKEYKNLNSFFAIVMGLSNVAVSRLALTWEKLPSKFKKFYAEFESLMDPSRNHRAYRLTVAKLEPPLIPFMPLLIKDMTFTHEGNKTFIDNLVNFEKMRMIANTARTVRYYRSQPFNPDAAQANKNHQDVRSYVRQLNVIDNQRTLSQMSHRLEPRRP
# Mm-Cpn inhibitor: M. maripaludis TRiC chaperonin inhibition; purified Mm-Cpn ATPase, ADP Transcreener TR-FRET; Potency, µM (highest dose often 76.9 µM), without a hit: top-dose activity, negative = inhibition, actives largely listed as inhibitors; 330,000 tested, 0.031% active; further: potency means the concentration at half of the fitted maximal effect; on the % scale 0 is the no-effect control and ±100 the full control effect; nearly all actives have a fitted effect of over 80% in size
#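 Inhibition of chaperonin ATP hydrolysis is measured as reduced ADP production, detected by competitive TR-FRET in which signal falls with ADP. Final enzyme 25 nM and ATP 10 uM, reacted 30 min at 37°C.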
# EPAC1 ag: activates human EPAC1 exchange factor; O95398; EPAC1 agonist qHTS, biochemical assay; response scale: 100% = response to 6.5 mM cAMP; Potency, µM (highest dose often 154 µM), without a hit: top-dose activation, hits mostly activators; 360,000 tested, 0.073% active; further: potency means the concentration at half of the fitted maximal effect; nearly all actives have a fitted effect of over 60% in size
#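 Nucleotide exchange by EPAC1 (100 nM) on Rap1B–BODIPY-GDP (250 nM) in the presence of 50 uM GDP is tracked fluorescently at 480/540 nm over 30 min. Signals are normalized to a 6.5 mM cAMP control.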
# Active calls of the source: *; ? = inconclusive; nt = not tested or not shown; & = joins results of further samples; [ ] = dose if it differs, or a comment. Unless noted, the call rests on the fitted dose curve; in most records, active means well fitted curve in the direction sought with a large enough effect; inconclusive means small, poorly fitted or top-dose-only effect, or another doubt; inactive means no such curve, though single readings can be large; an effect the other way counts as inactive or inconclusive. Not all compounds are listed; rates above refer to the full screens.
SMILES,WRN helicase inh,PLK1 PBD block,PI5P4K alpha inh,EPAC1 antag,CCT chaperon mod,EPAC2 antag,Mm-Cpn inhibitor,EPAC1 ag
CC(C)(C)OC(=O)N1CCC(CNC(=O)c2ccc(F)cc2F)CC1,0%,-2%,7,5%,0.2,-3%,-4%,-1%
CCCCn1c(C)nc2c(=O)n(C)c(=O)[nH]c21,11%,-3%,nt,7%,0.0,7%,1%,-4%
O=C(COC(=O)c1cc(=O)[nH]c2ccccc12)c1ccccc1,-4%,-2%,4,-1%,-0.1,3%,0%,-1%
O=[N+]([O-])c1cccc2c1ccc1ncccc12,-3%,3%,-4,0%,-3.0,-8%,-11%,-1%
CC(=O)NCCNS(=O)(=O)c1ccc(C)c([N+](=O)[O-])c1,-35%,-11%,-2,-6%,-2.0,0%,1%,1%
Cc1nn(CC(=O)Nc2ccc3c(c2)OCO3)c(C)c1Cl,-1%,4%,-13,-2%,-22,16%,1%,-8%
CCC(=O)c1ccc(OCC(O)CN2CCOCC2)cc1 (stereo not drawn),-2%[57.1 µM],7%,4,-22%,-4.2,5%,2%,5%
CC(=O)c1ccc(NC(=O)COC(=O)Cc2ccsc2)cc1,1%,0%,1,-8%,-1.0,-13%,-2%,7%
CC1(C)CC(CC(=O)O)(c2ccc(Cl)cc2)CCO1 (stereo not drawn),6%,-1%,3,6%,0.0,7%,-1%[15.4 µM],0%
COc1cc(C2CC(=O)Nc3c2c(=O)nc2c(C)cccn32)cc(OC)c1OC (stereo not drawn),-2%,-3%,2,-13%,-1.7,2%,-2%,10%
COc1ccc(N2CCN(CC(=O)c3ccc(Cl)cc3)CC2)cc1,-6%[57.1 µM],-27%,-9,0%,1.6,-1%,0%,5%
O=[N+]([O-])c1ccc(NC(=S)N2CCCC2)cc1,6%,-2%,-7,-18%,0.9,-11%,-1%,-9%
CCCc1nn2c(=O)cc(CSCC(=O)Nc3ccc(C)cc3)nc2s1,5%,-9%,1,-3%,0.9,5%,-5%,-1%
CCCCNC(=O)c1cc2c(C)cc(C)cc2[nH]1,3%,-11%,-3,7%,-0.4,-19%,0%,11%
CCS(=O)(=O)CCSC1OC(COC(C)=O)C(OC(C)=O)C(OC(C)=O)C1OC(C)=O (stereo not drawn),-29%,-4%,-1,-20%,-2.1,9%,3%,-1%
CCn1ncc(/C=N/NC(=O)c2cc(Cl)ccc2OC)c1C,-4%,-2%,5,2%,-0.1,1%,-1%,8%
O/N=C/c1cc(Cl)ccc1OCc1ccccc1Cl,0%,-24%,4,-3%,-1.8,-1%,0%,10%
O=C(CCC(=O)OCC(=O)c1ccc(Br)cc1)Nc1ccc(Br)c2cccnc12,-4%,-3%,3,8%,0.0,12%,-24%,-3%
COc1cc2c(cc1OC)CN(CC(=O)Nc1ccc(C)cc1)CC2,5%,-1%,nt,-1%,-1.1,3%,1%,-3%
CC(C)CCn1c(O)c(N=Nc2ccccn2)c2ccccc21,-21%,-5%,21,2%,-2.8,-5%,-10%,13%
COc1ccc(C2N=C(N)N=C(N)N2c2ccc(C)cc2)cc1 (stereo not drawn),4%,-6%,nt,15%,-0.5,2%,-2%,5%
COC(=O)[C@@H]1[C@H]2C[C@H]3c4[nH]c5ccccc5c4CCN3C[C@@H]2CC[C@@H]1O,-3%&6%,-6%&-16%,-3&-4,-3%&9%,-3.5&-0.7,-9%&-5%,0%,-9%&-9%
O=C(O)c1ccc(S(=O)(=O)NCC2CCCCC2)cc1,12%,-9%,2,-13%,-0.4,5%,0%,3%
Cc1noc(C)c1C(=O)N1CCCC(C(=O)c2cccc(OC(C)C)c2)C1 (stereo not drawn),4%[57.1 µM],-1%,-6,-22%,0.7,4%,-1%,7%
O=C(NC(=S)Nc1ccc(-c2ccc(CO)o2)cc1)c1cccs1,13%,?,-15,-9%,-0.1,-2%,-13%,-18%
CCN(CC)C(=S)NC(=O)c1cccnc1,-11%,-18%,-3,-8%,-0.2,-5%,1%,4%
CCOC(=O)COc1nc(OC)nc(N2CCOCC2)n1,7%,-4%,0,5%,-3.5,-2%,1%,-1%
Cc1ccc(S(=O)(=O)N(CC(=O)N2CCOCC2)c2ccccc2F)cc1,2%[57.1 µM],3%,-5,-20%,-0.3,4%,2%,4%
COc1cccc(CC(=O)n2nc(N)c3cc4ccc(OC)cc4nc32)c1,-1%,5%,-5,-25%,-1.5,-7%,1%,-27%
CCOC(=O)C(c1ccccc1)C(Nc1ccc(Cl)c(Cl)c1)c1ccccn1 (stereo not drawn),2%,-6%,2,-3%,-0.3,2%,1%,2%
CC1(C(=O)NS(=O)(=O)c2ccc(Cl)cc2)CCN1C(=O)Cc1cccc2ccccc12 (stereo not drawn),6%,-11%,1,-3%,-0.4,-21%,nt,-5%
CCn1cc(C(=O)NCc2ccccc2Cl)cn1,-17%,0%,8,-37%,0.3,-18%,1%,6%
CC1CC(C)CN(c2ncnc3c2cnn3Cc2ccc(Cl)cc2)C1 (stereo not drawn),2%,2%,1,-2%,0.7,-4%,0%,0%
COc1ccc(-c2nc3c(c4nnc(SC(C)C(=O)Nc5ccc(C)cc5)n24)COC(C)(C)C3)cc1 (stereo not drawn),-2%,-1%,-4,-20%,0.9,6%,-1%,-2%
COc1cc(C(=S)N2CCN(C)CC2)ccc1OCC(=O)NCc1ccccc1,1%,-8%,-2,-12%,-23,6%,0%,-4%
Cc1oc(-c2ccccc2F)nc1CS(=O)(=O)CC(=O)N1CCOCC1,-5%,-9%,9,-1%,0.8,-5%,-1%,-1%
CCOC(=O)N1CCN(C(=S)NC(=O)c2ccnn2C)CC1,2%,-12%,3,2%,0.1,7%,1%,10%
O=C(O)/C=C/c1ccc(S(=O)(=O)Nc2ccc3[nH]c(=O)[nH]c3c2)cc1,?,-6%,?,-7%,-5.7,2%,-5%,8%
N#Cc1ccccc1OCC(=O)Nc1ccc2c(c1)OCO2,12%,6%,-5,-6%,0.5,-15%,nt,3%
Cc1ccccc1-c1cccc([C@@H]2C[C@H]3[C@H](CON3C)CN2S(=O)(=O)c2ccccc2C)c1,-6%,2%,16,0%,-7.2,6%,nt,10%
COc1ccc(NC(C)=O)cc1S(=O)(=O)N(C)Cc1c(C)nn(-c2ccccc2)c1C,-7%,-5%,-3,-25%,2.5,1%,0%,1%
CC(=O)C1=C(O)C(=O)N(Cc2ccco2)C1c1ccc2c(c1)OCO2 (stereo not drawn),-6%[57.1 µM],-4%,nt,-4%,1.0,-2%,-5%,8%
CCOC(=O)c1c(N2C(=O)C=CC2=O)sc(C)c1C,-31%,5.3µM*,nt,-4%,-1.8,-17%,0%,11%
Cc1ccc(NC(=S)NC(=O)C2CCCCC2)c(Br)c1,-8%,-2%,4,-6%,1.1,-9%,-1%,2%
COc1ccc(-n2c(=O)[nH]cc(C(=O)Nc3ccc4c(c3)OCCO4)c2=O)cc1OC,-28%,-4%,-2,-10%,0.4,9%,0%,9%
N#CCCSc1nc(N2CCOCC2)c2c(c1C#N)CCCC2,-10%,-2%,11,-17%,2.7,-6%,?,26%
COc1cccc(-c2nn(C)c3sc(C(=O)Nc4ccc5c(c4)OCCO5)cc23)c1,-13%,-7%,13,-18%,-0.7,-13%,-1%,3%
CCS(=O)(=O)N1Cc2ccccc2CC1C(=O)NCCc1ccccc1 (stereo not drawn),1%,1%,-26,4%,-0.8,-2%,-2%,7%

# Ordered by SMILES length (descending): some entries from above.
SMILES,WRN helicase inh,PLK1 PBD block,PI5P4K alpha inh,EPAC1 antag,CCT chaperon mod,EPAC2 antag,Mm-Cpn inhibitor,EPAC1 ag
CC(=O)C1=C(O)C(=O)N(Cc2ccco2)C1c1ccc2c(c1)OCO2 (stereo not drawn),-6%[57.1 µM],-4%,nt,-4%,1.0,-2%,-5%,8%
CCS(=O)(=O)N1Cc2ccccc2CC1C(=O)NCCc1ccccc1 (stereo not drawn),1%,1%,-26,4%,-0.8,-2%,-2%,7%
CCOC(=O)N1CCN(C(=S)NC(=O)c2ccnn2C)CC1,2%,-12%,3,2%,0.1,7%,1%,10%
CCOC(=O)c1c(N2C(=O)C=CC2=O)sc(C)c1C,-31%,5.3µM*,nt,-4%,-1.8,-17%,0%,11%

# Going on with the list:
SMILES,WRN helicase inh,PLK1 PBD block,PI5P4K alpha inh,EPAC1 antag,CCT chaperon mod,EPAC2 antag,Mm-Cpn inhibitor,EPAC1 ag
Cc1c(C(=O)Nc2ccc3c(c2)OCO3)sc2ncn(CC(=O)N3CC(C)CC(C)C3)c(=O)c12 (stereo not drawn),-1%,-1%,nt,8%,-1.8,7%,1%,-7%
CCC(C(=O)NC1CCCC1)N(C(=O)Cn1nnc(-c2ccc(C)o2)n1)c1ccc(OC)cc1 (stereo not drawn),4%,-7%,8,0%,0.6,3%,-5%,-6%
COc1ccc(-c2cc3nc(C)cc(N4CCN(C(=O)c5ccoc5)CC4)n3n2)cc1,0%,4%,-2,-17%,-2.5,-11%,nt,-6%
COC(=O)c1ccc2nc(-c3cccc(Cl)c3)c(Cc3ccsc3)n2c1,-14%,-5%,-2,-9%,0.3,?,nt,2%
Cc1[nH]c(=O)[nH]c(=O)c1S(=O)(=O)NCC12CC3CC(CC(C3)C1)C2,8%,2%,1,8%,-1.2,4%[57.1 µM],1%,-7%
CCCCOCC(O)CN1CCN(C(C)=O)CC1 (stereo not drawn),5%,-3%,nt,-3%,-2.3,8%,-1%,2%
OCC12COC(c3ccccc3)N1C(c1ccccc1)OC2 (stereo not drawn),8%,-4%,19,-6%,1.5,-18%,0%,-4%
CCOC(=O)N1CCN(C(=O)CNC(=O)Cc2ccc(Cl)cc2)CC1,6%,-2%,-6,2%,1.0,2%,?,2%
Cn1c(-c2ccccc2)cnc1NCc1cccc([N+](=O)[O-])c1,7%,1%,-11,17%,-2.0,0%,1%,6%
COc1ccc(NC(=O)COC(=O)c2cccc(S(=O)(=O)N3CCCCC3)c2)c(OC)c1,-11%,-3%,5,?,0.9,-27%,0%,-4%
CCN(CC(=O)NC(=O)NCc1ccccc1)Cc1ccccc1,-1%,2%,-1,-10%,0.3,-9%,2%,-16%
COc1ccccc1Cc1nc(-c2ccncc2)no1,-2%,3%,-3,11%,-0.1,6%,1%,5%
CCOC(=O)c1cnc(SCC(=O)Nc2nnc(CC)s2)nc1N,0%,-3%,nt,4%,1.0,11%,-15%,-8%
CN1CCN(c2nc(-c3ccccc3)nc(-c3ccccc3)c2C#N)CC1,-32%,-9%,60,-28%,-5.2,-6%,2%,0%
CCN(CC)c1ccc(/C=N/Nc2nc(C)cc(=O)[nH]2)c(O)c1,-24%,7%,-7,8%,0.5,-1%,-5%,-11%

# Screening results as filed in PubChem.
